C-LANA FP: KSHV C-LANA DNA binding inhibition; MBP-C-LANA/FAM-LBS DNA binding, fluorescence polarization; inhibition, % at 9 µM; hit rate 0.078% among 340,000;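 active = highest replicate inhibition at or above 60% at 9 µM, even if other replicates fall short; inactive = all replicates below 60% inhibition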;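 also: 0% = neutral control wells and 100% = 4 µM acridine orange control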
SR-BI DiI inh: mouse SR-BI HDL lipid transfer inhibition; Q61009; ldlA[mSR-BI] CHO cells, DiI-HDL uptake fluorescence, 3 h; inhibition, % at 12.5 µM; hit rate 0.96% among 320,000;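 active = mean replicate inhibition of at least 70% and a set share of replicates each scoring 70 or more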;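 also: 0% = median of neutral control wells and 100% = median of positive control wells; values of inactives mirror those of a sister screen read the other way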
Target sequence (Q61009 whole entry, looked up): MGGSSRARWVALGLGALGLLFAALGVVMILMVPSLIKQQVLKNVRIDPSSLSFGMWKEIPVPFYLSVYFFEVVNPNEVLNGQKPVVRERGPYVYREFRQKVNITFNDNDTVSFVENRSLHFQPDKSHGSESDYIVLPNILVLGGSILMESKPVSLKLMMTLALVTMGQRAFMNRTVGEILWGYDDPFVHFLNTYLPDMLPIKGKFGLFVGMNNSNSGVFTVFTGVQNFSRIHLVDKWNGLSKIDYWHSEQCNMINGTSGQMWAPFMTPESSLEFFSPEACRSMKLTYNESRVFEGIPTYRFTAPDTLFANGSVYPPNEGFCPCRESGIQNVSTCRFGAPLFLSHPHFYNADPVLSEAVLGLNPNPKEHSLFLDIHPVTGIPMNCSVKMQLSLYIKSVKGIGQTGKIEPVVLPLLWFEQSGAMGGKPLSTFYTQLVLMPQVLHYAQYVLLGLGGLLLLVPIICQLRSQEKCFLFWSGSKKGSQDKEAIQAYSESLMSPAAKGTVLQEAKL
RTF Ca sens inh: cardiac RTF calcium desensitization; AID 493244; inhibition, % at 7.15 µM; hit rate 0.12% among 340,000; P19429+P45379; IANBD-labeled cardiac RTF, Ca2+ fluorescence;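 active = inhibition above the mean inhibition of all tested compounds plus 3 SD, cut at about 17% in these data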;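 also: assay run at fixed EC70 calcium of 1.6 mM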
PKA-R2B activ: activators of human PKA-R2B complex; P22694+P31323; PKA-R2B holoenzyme dissociation, Cy5-IP20 fluorescence polarization; R2B truncated from residue 108, S112A mutant; 0% DMSO only, 100% 113 µM cGMP; activation, % at 11.4 µM; hit rate 0.079% among 340,000; AID 504700;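 active = activation above a cutoff set at the mean over all compounds plus 3 SD, cut at about 18% in these data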;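 also: higher means more holoenzyme dissociation and a rise in polarization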
Target sequence (P31323 whole entry, looked up, other chains not shown, the tested form may be a part): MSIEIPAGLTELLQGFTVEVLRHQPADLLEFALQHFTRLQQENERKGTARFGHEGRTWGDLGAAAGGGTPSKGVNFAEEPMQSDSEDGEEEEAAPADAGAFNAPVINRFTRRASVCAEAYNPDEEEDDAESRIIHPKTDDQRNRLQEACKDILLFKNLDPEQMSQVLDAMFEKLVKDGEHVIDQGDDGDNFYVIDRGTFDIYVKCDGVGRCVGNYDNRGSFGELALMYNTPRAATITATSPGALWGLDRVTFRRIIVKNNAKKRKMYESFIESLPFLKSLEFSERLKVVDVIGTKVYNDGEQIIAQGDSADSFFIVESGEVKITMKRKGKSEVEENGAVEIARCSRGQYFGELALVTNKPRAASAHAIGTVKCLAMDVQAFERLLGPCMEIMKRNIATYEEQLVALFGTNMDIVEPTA
DAGLB inh: blocks human DAGLB lipase activity. inhibition, % at 5.17 µM. HEK293T DAGLB membrane lysate, EnzChek fluorogenic substrate. AID 504411. hit rate 0.059% among 340,000. Q8NCG7; in the data active = inhibition above about 34%;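 also: 0% = enzyme with vehicle and 100% = wells lacking enzyme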
NSD2 inh: blocks human histone methyltransferase NSD2 | O96028 | NSD2 peptide methylation, AlphaScreen, 120 min | inhibition, % at 12.5 µM | hit rate 0.54% among 310,000; in the data active = inhibition above about 50%
Arrestin-AP2 inh: human beta-arrestin and AP2 interaction inhibition; FITC-arrestin peptide / GST-AP2 beads, flow cytometry; AP2 beta2 appendage carries R879A mutation; AID 504490; hit rate 0.31% among 340,000; inhibition, % at 10 µM;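 active = inhibition above a set limit, near 3 SD of compounds lacking own fluorescence, cut at about 54% in these data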;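 also: plate controls were DMSO wells for no effect and 5 µM unlabelled arrestin peptide for full effect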
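Material – AP2 appendage R879A on GSH beads · Buffer or medium – PBS with 0.05% Tween 20 and 0.1% BSA · Probe or stimulus – fluorescein-tagged arrestin peptide at 50 nM final · Incubation – compound with beads 12 min RT, then probe 1 h RT · Detection – high-throughput flow cytometry of beads, ex 488, em 535 nm · Evaluation – percent response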
SR-BI uptake up: enhances SR-BI lipid uptake from DiI-HDL. CHO ldlA[mSR-BI] cells, DiI-HDL uptake fluorescence, 3 h; 100 = double the neutral-control signal. activation, % at 12.5 µM. hit rate 0.096% among 320,000;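 active = mean replicate activation of at least 60% and every replicate at or above 60%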;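 also: 0% = median plate neutral-control signal and 100% = twice that signal; values of inactives mirror those of a sister screen read the other way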
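System: LDL receptor-deficient CHO ldlA cells overexpressing murine SR-BI | Timing: 3 h uptake period with compound, 37 °C | Medium: HEPES-buffered (25 mM, pH 7.4) F12 plus 0.5% BSA | Dosing: Single-point compound dose | Signal: Bottom-read fluorescence, 550/595 nm | Read-out: Retained DiI signal reflecting DiI-HDL uptake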
Keap1 Nrf2 FP: Keap1-Nrf2 (human) interaction inhibition | Q14145 | Keap1 Kelch-Nrf2 peptide fluorescence polarization, 1536-well | inhibition, % at 9.4 µM | hit rate 0.15% among 340,000 | AID 504523; in the data active = inhibition above about 12%;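 also: human Keap1 Kelch domain with fluorescein labeled Nrf2 9mer peptide probe; 0% = neutral control wells and 100% = peptide positive control; higher means more block of Keap1 binding to Nrf2 peptide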
PvdQ acylase: P. aeruginosa PvdQ acylase inhibition. purified PvdQ acylase, fluorescence plate reader. inhibition, % at 10 µM. hit rate 0.063% among 340,000. AID 488965; in the data active = inhibition above about 30%, passing the limit was not always enough;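 also: 0% = vehicle neutral wells and 100% = reference inhibitor wells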
* marks the source's active call; other numbers are inactive results; . = no result given. Rows are unselected (roughly 2.1% active in at least one column).

SMILES	C-LANA FP	SR-BI DiI inh	RTF Ca sens inh	PKA-R2B activ	DAGLB inh	NSD2 inh	Arrestin-AP2 inh	SR-BI uptake up	Keap1 Nrf2 FP	PvdQ acylase
CCN(CC)CCNC(=S)Nc1ccc(Cl)cc1	1.6	-47.4	-3.3	0.0	2.3	34.9	-13.4	47.4	-2.4	-11.8
CCCCn1c(N)c(N(CCOC)C(=O)c2ccc(Cl)c(S(=O)(=O)N3CCCCC3)c2)c(=O)[nH]c1=O	1.2	-4.2	-5.3	-4.7	1.3	1.6	-11.0	4.2	3.5	-6.8
CC(=O)c1ccc(OCc2cc(=O)n3ccsc3n2)cc1	0.3	-2.0	-10.8	-11.0	-0.2	-1.1	.	2.0	-5.7	4.2
Cc1cc(=O)oc(C)c1C(=O)N1CCCCC1	0.1	.	4.0	4.2	-0.2	-4.1	1.3	.	-1.2	11.7
O=C(NCC1CCCO1)c1ccc(Cl)c(S(=O)(=O)N2CCCCC2)c1 (centres undefined)	-1.1	-7.1	-8.1	-3.5	0.8	-0.2	-14.5	7.1	7.1	15.4
COc1cccc(NC(=O)CSc2nc3ccccc3c(=O)n2CCCC(=O)NCCCN2CCOCC2)c1	-0.3	-23.7	-1.5	-0.5	-1.2	-0.2	-16.8	23.7	2.5	7.4
O=P(COc1ccccc1)(c1ccccc1)c1ccccc1	0.6	0.4	-6.4	5.8	0.5	.	18.7	-0.4	3.2	-5.3
O=C(CCc1ccccc1)NNC(=O)c1ccc(NC(=O)c2ccccc2)cc1	1.2	9.1	4.5	2.4	-0.8	1.3	15.7	-9.1	-3.9	7.0
CC(C)C(NC(=O)c1ccccc1NC(=O)c1ccccc1)C(=O)NNC(=O)c1ccncc1 (centres undefined)	0.7	13.2	-4.0	-7.9	0.0	-4.3	15.0	-13.2	-1.7	-1.8
COc1cc(CNC2CCCCCC2)cc(OC)c1O	0.8	12.2	-2.8	0.0	-1.4	4.1	-0.8	-12.2	-4.5	-8.6
CN(C)S(=O)(=O)c1cccc(NC(=O)CCCc2nc3ccccc3c(=O)[nH]2)c1	1.4	-17.8	-17.7	-3.1	2.3	-0.5	-9.8	17.8	0.3	-9.8
O=S(=O)(c1c(Cl)cc(Br)cc1Cl)N1CCN(C(=S)NC2CC2)CC1	-0.3	24.9	3.3	-14.6	-1.2	-0.8	1.7	-24.9	-5.6	5.0
COc1ccc(CC(=O)Nc2c(C(=O)N3CCN(c4ccccc4OC)CC3)oc3ccccc23)cc1OC	-1.9	1.4	-3.0	5.2	-3.4	3.6	-1.0	-1.4	-2.6	-7.5
CCc1noc(C)c1C(=O)N1CCCC(CCC(=O)NCc2ccc(F)c(F)c2)C1 (centres undefined)	0.7	-22.6	-10.4	4.6	-1.3	-0.8	-10.2	22.6	-1.5	-18.0
Cc1ccc(S(=O)(=O)N(C)C)cc1NC(=O)c1cc(C(C)(C)C)nn1Cc1ccccc1	0.4	40.7	3.4	0.3	-6.6	-4.5	2.4	-40.7	0.8	-6.0

Sorted by the number under DAGLB inh (rising): three of the compounds above
SMILES | DAGLB inh
COc1ccc(CC(=O)Nc2c(C(=O)N3CCN(c4ccccc4OC)CC3)oc3ccccc23)cc1OC | -3.4
Cc1cc(=O)oc(C)c1C(=O)N1CCCCC1 | -0.2
O=P(COc1ccccc1)(c1ccccc1)c1ccccc1 | 0.5

Next part
SMILES	C-LANA FP	SR-BI DiI inh	RTF Ca sens inh	PKA-R2B activ	DAGLB inh	NSD2 inh	Arrestin-AP2 inh	SR-BI uptake up	Keap1 Nrf2 FP	PvdQ acylase
CCOc1ccc(N(CC(=O)Nc2ccc(C)cc2C)S(C)(=O)=O)cc1	0.2	-6.8	1.2	9.7	-1.6	3.7	3.7	6.8	-4.2	-1.4
Cc1[nH]c2ccccc2c1C(=O)Cn1c(=O)oc2ccccc21	0.6	36.2	-1.2	2.1	-5.7	-10.4	24.8	-36.2	0.7	2.0
COc1ccccc1CNC(=O)COC(=O)c1nccnc1N	3.9	-0.8	-4.8	-9.0	2.6	-4.3	13.7	.	-1.4	-0.2
Cc1cccc(N2CC(C(=O)NCCC3=CCCCC3)CC2=O)c1C (centres undefined)	1.3	38.0	-0.3	0.1	1.1	-1.7	8.3	-38.0	-6.6	4.5
C/C(Cn1nnc2ccccc21)=N\NC(=O)c1ccc(Br)cc1	0.0	-2.2	1.5	-3.4	-1.2	-0.2	-2.7	2.2	-3.4	-10.9
COc1ccc(N2C(=O)CC(NCc3ccc(F)cc3)C2=O)cc1 (centres undefined)	-0.2	-3.2	4.1	2.8	0.5	-2.4	3.4	3.2	-0.4	-8.4
CC(OC(=O)CCc1ccccc1)C(=O)Nc1ncc(Cl)cc1Cl (centres undefined)	-0.5	2.9	-6.2	1.1	0.2	-2.8	-16.9	.	2.3	-14.2
CCOc1ccccc1CN1CCC(Oc2ccc(C(=O)NCc3ccccn3)cc2)CC1	1.0	2.1	-12.6	-11.9	1.4	.	-7.5	-2.1	-5.9	-15.3
CC(=O)Nc1ccc(CN2CCN(CC(C)C)C(CCO)C2)cc1 (centres undefined)	1.0	-12.9	-11.5	-8.5	3.2	7.9	9.7	12.9	-0.6	-9.6
CCC(Oc1ccccc1)C(=O)Nc1ccc(-c2nnc(-c3ccco3)o2)cc1 (centres undefined)	-1.0	24.2	3.6	9.2	-1.0	-1.8	-4.9	-24.2	3.4	-10.6
CCN1CCN(CCn2c(=S)[nH]c3cc4c(cc3c2=O)OCO4)CC1	-2.6	6.3	-10.8	-8.2	-1.2	10.1	-6.5	-6.3	0.8	-9.6
Cc1ccc(-n2ncc3c(=O)n(CC(=O)NCc4ccco4)cnc32)cc1C	0.8	3.3	-5.2	-3.5	1.7	.	8.4	-3.3	1.5	-12.3
Cc1cccc(-n2c(C)cc(/C=C3/C(=N)N4C(c5ccccc5)=CSC4=NC3=O)c2C)c1	0.9	22.9	3.2	-6.1	0.0	-0.3	54.9*	-22.9	1.8	-3.3
Cc1ccc(OCC(=O)N2CCN(C(=O)Cc3ccccc3)CC2)cc1	0.5	6.4	4.1	5.0	1.4	-5.7	3.5	-6.4	-1.5	-4.7
COc1ccc(NC(=O)O/N=C/c2c(C)nn(C(C)(C)C)c2C)cc1	0.3	4.1	-3.6	-18.0	1.4	2.7	-16.4	-4.1	-1.0	-11.7
Cc1ccc(S(=O)(=O)NNC(=O)c2ccc(O)cc2)cc1	-0.7	-40.6	-7.5	0.4	0.3	22.4	-4.3	40.6	-0.3	-7.8
CC(C)[C@H](NC(=O)[C@@H]1Cc2ccccc2CN1C(=O)OC(C)(C)C)C(=O)NCC1CCCO1 (some centres undefined)	-0.2	1.8	-8.8	-9.9	-1.0	-5.3	6.4	-1.8	-2.1	-19.1
Cc1sc(=NC(=O)c2ccco2)n(C)c1-c1ccc(Cl)cc1	-1.2	-1.3	-6.1	-10.2	-12.2	-0.1	0.5	1.3	-4.0	-25.1
COc1cccc(OC)c1OCCCOc1ccc(C)cc1Br	0.4	0.2	-4.8	-5.0	-13.5	-4.4	-11.4	-0.2	-1.2	-8.6
Nc1nonc1-n1nnc(C(=O)N/N=C/c2cccc(Cl)c2)c1CN1CCCC1	0.3	.	-7.3	5.0	-0.7	.	6.6	.	-1.0	-8.3
CCN1CCCC1CNS(=O)(=O)c1ccc(Cl)c(C(F)(F)F)c1 (centres undefined)	-0.2	-8.5	-4.0	-8.7	-1.0	2.3	8.1	8.5	-0.6	-4.2
Cc1cccc(CN2CCNC2=O)c1	-0.8	-28.1	-7.0	-9.1	0.2	-0.4	-1.4	28.1	-1.5	-8.5
Cc1ccc(S(=O)(=O)N(C)C)cc1NC(=O)c1sccc1Cl	-0.1	16.1	-3.7	-3.1	0.8	-3.6	3.9	-16.1	4.1	-12.5
O=C(/C=C/c1cn(-c2ccccc2)nc1-c1cccnc1)N1CCCCC1	-0.1	-12.2	-8.3	2.1	-4.2	-0.2	1.9	12.2	0.2	-10.4
COc1ccc(Nc2nc3cc(C)ccc3cc2C#N)c(OC)c1	2.6	23.9	5.5	-4.2	-2.2	-1.3	90.8*	-23.9	0.8	-9.1
CCOC(=O)C1=C(C)N=c2s/c(=C/c3ccc(OCC(=O)O)c(OC)c3)c(=O)n2C1c1ccc(Cl)cc1 (centres undefined)	5.7	.	-4.4	9.5	0.8	0.4	12.5	.	-68.8	5.9
COc1ccc(C(=O)COC(=O)COc2cc(C)cc(C)c2)cc1	0.2	-19.8	0.1	-16.1	-3.2	-1.9	16.8	19.8	-4.7	13.8
COc1ccc(NC(=O)COC(=O)C2CCN(C(=O)c3ccc(Cl)cc3)CC2)c([N+](=O)[O-])c1	-1.4	-17.9	0.2	0.3	-6.3	4.4	-1.3	17.9	-3.1	-17.4
c1ccc(Cc2nn[nH]n2)cc1	-1.7	-6.8	2.5	-8.4	1.9	0.9	4.0	6.8	-5.5	-5.0
CCN(CC(=O)Nc1ccc(NC(C)=O)cc1)C(=O)C1CC(=O)N(CCc2ccc(OC)c(OC)c2)C1 (centres undefined)	-0.2	0.3	-27.9	12.2	-0.1	-0.7	3.4	-0.3	-2.5	-16.6
CN(CC(=O)Nc1ccc(F)cc1Cl)Cc1cccs1	-0.3	8.9	4.8	0.1	-8.1	1.0	18.3	-8.9	2.0	-6.1
COCCCN1C(=O)C(=O)/C(=C(/O)c2ccc(OC(C)C)cc2)C1c1cccnc1 (centres undefined)	-2.0	.	-4.8	-3.8	1.3	-0.4	-4.8	.	-1.6	-5.3
Cc1ccc([N+](=O)[O-])c(OCCN2CCc3ccccc3C2)c1	0.6	-0.5	-0.3	-6.0	-1.4	7.8	32.0	0.5	-4.2	-1.2
COc1cc2c(=O)n(CCCC(=O)NCC3CCCO3)c(=O)n(CC(=O)c3ccc(F)cc3)c2cc1OC (centres undefined)	0.3	.	-10.1	-9.0	-2.4	-8.7	-2.6	.	-1.9	-16.8
Cc1cnc(C(=O)N2CCN(S(=O)(=O)c3cccc(Br)c3)CC2)cn1	-1.6	-11.6	0.1	-7.8	1.6	-0.2	-10.8	11.6	-7.1	-2.9
CSc1ccc(CN2CCCC(CNC(=O)c3ccc(F)cc3)C2)cc1 (centres undefined)	-3.1	-19.3	-3.4	-8.4	-1.7	4.6	-4.6	19.3	-3.1	-6.8
CC1Cc2ccccc2N1S(=O)(=O)c1cccc(C(=O)NCCCn2ccnc2)c1 (centres undefined)	-1.1	-12.2	0.0	-2.7	-1.0	-1.0	23.6	12.2	-1.3	-9.0
CCn1cc(C(=O)NCc2ccco2)c(=O)c2cc(S(=O)(=O)N3CCCCCC3)ccc21	-0.9	-0.6	-8.1	3.6	1.9	-2.0	3.8	0.6	0.0	-6.8
COC(=O)c1ccccc1NC(=O)CN1C(=O)c2ccccc2S1(=O)=O	3.1	-19.5	-1.9	-3.0	1.6	3.0	-1.8	19.5	0.2	-11.4

Assay outcomes as filed in PubChem.
